Source: PubChem (Fisher Drug Discovery Resource Center)
mcGAS lum: blocks mouse cGAS activity | recombinant cGAS, Kinase-Glo ATP depletion luminescence | inhibition, % at 12.5 µM | AID 1259399 | actives 0.15% (n = 160,000);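 also: 0% = negative control wells and 100% = reference inhibitor with no enzyme activity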
hcGAS lum: blocks human cGAS activity; recombinant h-cGAS, ATP depletion, Kinase-Glo luminescence; inhibition, % at 12.5 µM; actives 0.081% (n = 290,000);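 also: 0% = vehicle reaction and 100% = reaction without DNA for no activity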
Target sequence (Q8N884 whole entry, looked up): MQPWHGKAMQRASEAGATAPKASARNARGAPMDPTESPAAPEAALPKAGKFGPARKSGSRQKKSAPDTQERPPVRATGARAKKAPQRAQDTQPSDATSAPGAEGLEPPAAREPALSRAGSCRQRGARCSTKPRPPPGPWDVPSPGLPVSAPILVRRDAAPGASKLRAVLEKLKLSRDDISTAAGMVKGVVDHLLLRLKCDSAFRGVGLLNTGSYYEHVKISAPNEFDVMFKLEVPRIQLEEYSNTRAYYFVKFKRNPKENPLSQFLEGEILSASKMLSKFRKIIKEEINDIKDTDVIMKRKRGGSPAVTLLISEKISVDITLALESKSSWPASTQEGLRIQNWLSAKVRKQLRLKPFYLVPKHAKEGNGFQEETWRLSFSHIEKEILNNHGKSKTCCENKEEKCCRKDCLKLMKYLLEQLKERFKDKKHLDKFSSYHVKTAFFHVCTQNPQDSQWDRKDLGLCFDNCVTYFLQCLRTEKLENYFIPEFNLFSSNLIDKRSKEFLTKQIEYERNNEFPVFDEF
NPYLR7 ag: mosquito NPYLR7 agonism; HEK293T NPYLR7/Galpha15, GCaMP6s calcium fluorescence; activation, % at 10 µM; actives 0.15% (n = 270,000); in the data active = activation above about 40%;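 also: 0% = vehicle and 100% = reference agonist at the receptor; some compounds past the cut are filed as inactive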
An asterisk follows results filed as active; x = no result given; & = joins results of further samples. Rule as the data show it, unless noted: active = inhibition above about 40%; inactive = the rest.

SMILES | mcGAS lum | hcGAS lum | NPYLR7 ag
NC(=O)C1CCN(C(=O)C2C3CCC(C3)C2C(=O)O)CC1 (stereo not drawn) | -2.2 | 0.6 | 5.0
CCOC(=O)c1[nH]c(C)c(C(=O)CN(C(=O)C(CC)c2ccccc2)C2CC2)c1C (stereo not drawn) | -5.9 | -9.5 | -3.2
c1ncn(CCN2CCN(CC3CCOC3)CC2)n1 (stereo not drawn) | -2.8 | 1.7 | x
Cc1ccc2nc(SCCC3OCCO3)nc(=O)n2c1 | -8.4 | -6.6 | 2.1
O=C(Nc1ncccc1O)C1CC1c1ccccc1Cl (stereo not drawn) | -3.9 | -8.6 | -1.2
CN(CC(=O)N1CC(O)CC1C1CCCCC1)S(C)(=O)=O (stereo not drawn) | x | -3.7 | 1.1
COc1ccc(Cc2nnc(NCCc3ccc(OC)c(OC)c3)[nH]c2=O)cc1 | x | -4.0 | 14.8
CCOC(=O)C1CCN(C(=O)c2ccc(CSc3nc(Cl)cc(N4CCN(c5ccccc5F)CC4)n3)cc2)CC1 | -4.6 | -7.3 | x
CC(C)(C)c1ccc(C2=N/C(=C\C=C\c3ccccc3)C(=O)O2)cc1 | -5.4 | -2.6 | -2.3
Cc1nn(C)c2sc(C(=O)N3CCN(S(=O)(=O)c4ccccc4)CC3)cc12 | x | -10.2 | -8.4
COC(=O)c1cccc(C2CC(=O)Nc3c2cnn3CC2CCCCC2)n1 (stereo not drawn) | -11.4 | -4.9 | -7.4
O=C(CN1CCN(c2ncccn2)CC1)N1CCCc2c1c(=O)oc1ccc(O)cc21 | x | -2.1 | 2.2
Cn1cc(C(=O)c2cc(Cl)ccc2O)cc1-c1nnc2n1CCC2 | x | -11.7 | 8.7
CCc1nc2c(OCc3ccc(C(F)(F)F)cc3)cccn2c1N(C=O)Cc1ccc(OC)cc1 | -3.6 | -2.5 | -0.5
CC(C)(C)Oc1ccccc1NC(=O)NCc1cscn1 | -15.4 | -6.5 | -10.2
COCc1nn2c(nnc3c(=O)n(Cc4ccccc4)ccc32)c1-c1ccccc1 | x | -6.3 | -1.1
CNC(=O)c1c(O)c2ccccc2n(C)c1=O | x | -3.0 | -2.5
NC(=O)COc1ccc(C(=O)N2CCN(Cc3ccc(C(F)(F)F)cc3)CC2)cc1 | -16.5 | -8.9 | 16.4
COc1ccc(S(=O)(=O)Oc2ccc(CN(Cc3ccc(F)cc3)C(C)=O)cc2)cc1 | -4.0 | -5.2 | 13.7
COc1cc(OC)nc(NC(=O)CN2CCN(Cc3csc(C)n3)CC2)n1 | x | -8.0 | 6.4
O=C(NCC1CCCc2ccccc21)c1sccc1S(=O)(=O)N1CCCCC1 (stereo not drawn) | x | 0.1 | 0.8
CCCCOc1ccccc1C(=O)N1CCNCC1C(=O)N1CCCC1 (stereo not drawn) | -7.8 | -5.0 | 10.7
COCCNC(=O)CN1CN(c2ccccc2)C2(CCN(C(=O)c3ccc(-c4ccccc4)cc3)CC2)C1=O | -6.6 | -3.9 | x
CC1CCCC(NC(=O)c2ccc(-n3nc(-c4cccc(Cl)c4)cc3N)cc2)C1 (stereo not drawn) | -3.6 | -7.0 | -4.5
O=C(NC1CCC(n2cnnc2)CC1)c1ccccc1-n1cncn1 (stereo not drawn) | -11.7 | -6.3 | 8.9
(listing goes on)
SMILES | mcGAS lum | hcGAS lum | NPYLR7 ag
C=CCCC(=O)N1[C@@H](c2ccccc2)[C@@H](C(=O)OCC)C[C@]12CCCCNC2=O | -4.5 | 1.5 | 2.9
COc1ccc(S(=O)(=O)N(CC(=O)N2CCCCC2)c2ccc(C)cc2)cc1OC | -0.2 | 0.8 | -20.1
COCCN(Cc1c(C)nn(C)c1C)C(=O)[C@H]1Cc2ccccc2CN1 | x | -2.4 | -2.0
O=C(NCC12CC3CC(C1)CC(CNC(=O)C(F)(F)F)(C3)C2)C(F)(F)F | x | -1.7 | 2.7
CN(c1nnc(N)s1)C1CCCCC1 | -3.4 | -8.1 | x
CC1(C)CC2=NN(c3ccccc3)P(=O)(OCC3CCCO3)C2=C(N2CCCCC2)C1 (stereo not drawn) | x | -7.8 | 5.6
O=C(c1cc(-c2ccccc2F)nn1-c1ccc(Cl)cc1)N(CCc1ccccc1)Cc1ccccc1 | 0.9 | 13.4 | -0.8
Cn1c(=S)[nH]c2cc(C(=O)NCc3ccc(Cl)cc3)ccc2c1=O | -10.8 | -5.0 | -4.4
CCOc1ccc(N2C(=O)CC(N3CCN(c4ncccn4)CC3)C2=O)cc1 (stereo not drawn) | -6.0 | -9.5 | -4.7
CCOc1ccc(CN(C)C(=O)c2ccccc2O)cc1 | x | -4.8 | 0.8
CC(Nc1ccc(F)cc1)C(=O)N1c2ccccc2CC1C (stereo not drawn) | x | -2.2 | 0.6
CCc1cc2c(=O)c(-c3ccccc3)c(C)oc2cc1O | x | -10.4 | -20.9
NS(=O)(=O)N1CCC(C(=O)Nc2ccc(-c3ccccc3)cc2F)CC1 | -8.8 | 1.6 | 4.1
CCOC(=O)C1(Cc2ccccc2)CCN(Cc2cc(OC)c3c(c2)OCO3)CC1 | x | -8.7 | 2.5
CCCC[n+]1c2ccccc2cc2ccccc21 | x | -5.7 | 5.2
Cc1cccc(Cn2c(=O)c(C(=O)N3CCCC3)nn(-c3ccc(C(C)C)cc3)c2=O)c1 | -6.2 | -2.8 | -0.8
COc1ccc(-c2ccc(=O)n(CCNS(=O)(=O)c3ccccc3C(F)(F)F)n2)cc1 | -4.8 | -4.2 | -4.0
COc1ccc2c(c1)C(=O)N(CCc1ccc(S(=O)(=O)NC(=O)NC3CCCCC3)cc1)C(=O)C2(C)C | x | -7.6 | 5.2
CN[C@@H]1[C@H](O[C@H]2[C@H](O[C@@H]3[C@@H](O)[C@H](O)[C@@H](N=C(N)N)[C@H](O)[C@H]3N=C(N)N)O[C@@H](C)[C@]2(O)C=O)O[C@@H](CO)[C@H](O)[C@H]1O | x | 1.1 | 1.7
NC(=O)N1c2ccccc2C=Cc2ccccc21 | -4.4&-3.2 | -1.9&-5.4&2.8&-1.4 | 0.2&-4.4&-2.6&8.2
CCN(Cc1cnn(C)c1)Cc1sccc1C | -16.3 | -4.8 | 9.8
COc1ccc(CN2CCC(C(=O)NC(c3ccc(F)cc3)c3cnccn3)CC2)cc1 (stereo not drawn) | -2.1 | -3.4 | 14.6
Cn1ccnc1C(NC(=O)c1cccc(S(=O)(=O)N2CCCCC2)c1)c1ccc(F)cc1 (stereo not drawn) | -6.4 | -4.3 | 1.6
O=C1CN(C(=O)C2CCC2)CCN1 | x | -2.4 | -1.0
COc1ccc(C2C(C(=O)OC3CCCCC3)=C(C)NC3=C2C(=O)CCC3)cc1 (stereo not drawn) | x | 0.8 | 4.5

Single records (already shown):
NS(=O)(=O)N1CCC(C(=O)Nc2ccc(-c3ccccc3)cc2F)CC1 is listed as mcGAS lum = -8.8; hcGAS lum = 1.6; NPYLR7 ag = 4.1
COc1ccc(C2C(C(=O)OC3CCCCC3)=C(C)NC3=C2C(=O)CCC3)cc1 (stereo not drawn) is listed as mcGAS lum = x; hcGAS lum = 0.8; NPYLR7 ag = 4.5

Additional results follow:
SMILES | mcGAS lum | hcGAS lum | NPYLR7 ag
O=C(NCCc1ccco1)C1CCCN(c2nc(-c3ccccc3)nc3c2CCC3)C1 (stereo not drawn) | x | -8.4 | 4.9
Cc1ccc(-c2ccc(C(=O)N(C)CC(O)CO)cc2)o1 (stereo not drawn) | x | -2.7 | 20.4
CCc1nc2ccc(C(=O)N(C)C(C)C)cn2c1N(CC)Cc1cccc(Br)c1 | -3.2 | -6.5 | 18.3
O=C(NN=Cc1ccco1)c1cc(Br)ccc1O | x | -2.6 | -6.9
COc1cccc2sc(N(CCCn3ccnc3)C(=O)c3ccc(Cl)s3)nc12 | -11.0 | -6.4 | -11.4
CC(C)NC(=O)c1nn(-c2ccc(F)cc2)c2c1CCCC2 | x | -13.4 | 6.2
COc1cc(/C=N\N=C(N)c2nonc2N)ccc1O | x | -4.3 | -9.5
CCc1ccc(CNC(=O)c2cc(C)sc2C)s1 | x | -10.0 | 10.0
CC(=O)C1=C(O)C=C2Oc3c(C(C)=O)c(O)c(C)c(O)c3C2(C)C1=O (stereo not drawn) | 85.6* | 77.6* | 0.9
COc1ccc(CCNC(=O)c2cccnc2N2CCN(C(=O)c3oc4ccccc4c3C)CC2)cc1OC | -7.2 | -5.7 | 18.8
O=C(CCCNc1ccccc1[N+](=O)[O-])Nc1ccccc1F | -0.2 | 2.8 | -1.7
O=C(c1c(C(F)(F)F)ccc(Cl)c1F)N1CCN(c2nccc(-c3ccc(Oc4ccccc4)cc3)n2)CC1 | -4.6 | -0.6 | 23.7
CN1CC(C(=O)NC(C)(C)c2ccc(Br)cc2)CC1=O (stereo not drawn) | x | -6.6 | 2.5
O=C(NCCn1ncccc1=O)c1ccc(Cl)cc1Cl | x | -3.7 | 1.0
Nc1nc(N2CCCC3CCCCC32)ncc1[N+](=O)[O-] (stereo not drawn) | x | -4.3 | 18.8
Cc1cccc(-c2nnc(SCc3nc4sc(C)c(C)c4c(=O)[nH]3)n2Cc2ccco2)c1 | 11.1 | -2.7 | 3.3
CC(NC(=O)Nc1ccc(F)cc1)c1ccc(C#N)cc1 (stereo not drawn) | x | -15.6 | -0.2
O=[N+]([O-])c1cc(S(=O)(=O)N2CCCCCC2)ccc1Nc1ccc2c(c1)OCO2 | x | 0.6 | -0.7
Cc1cc(C)c(CNCc2noc(-c3ccco3)n2)c(C)c1CO | x | 0.7 | 7.8
COCCN(Cc1nc(C(=O)O)cs1)C(=O)Nc1ccc(C(C)C)cc1 | -6.2 | -6.1 | -7.0
CC(Oc1cccc(F)c1)C(=O)NCCCn1nc(-c2ccccc2)ccc1=O (stereo not drawn) | x | 1.4 | -2.2
CCCCC1CCC(C(=O)Nc2onc3c2CCCC3)CC1 (stereo not drawn) | -4.6 | -5.9 | x
O=C(O)c1cc(-n2cccc2)ccn1 | x | -0.1 | -2.6
CCNC(=O)[C@@H]1C[C@@H](N)CN1Cc1cc2c(cc1OC)CCC2 | x | -1.7 | 0.2
COc1ccc(NC(=O)C23CC4CC(CC(C4)C2)C3)cc1S(=O)(=O)N1CCOCC1 | -7.6 | -6.6 | -2.2
More results.
SMILES | mcGAS lum | hcGAS lum | NPYLR7 ag
CCn1ccnc1CN(C)C1CC(C)(C)NC(C)(C)C1 | -4.5 | -7.4 | x
CNc1cc(-c2ccc(F)cc2F)ncn1 | x | -19.6 | 1.0
CCCC(=O)N1CCCC(C(=O)C(C#N)C(=O)NC(C)C)C1 (stereo not drawn) | x | 0.5 | 10.1
O=C(Cn1nc(-c2ccccc2)c2ccccc2c1=O)N1CCCCC1 | -5.4 | -1.4 | 4.8
Cc1ccc(N2C(=O)CSC2c2ccccc2NC(=O)COCc2ccccc2)c(C)c1 (stereo not drawn) | -4.5 | -3.8 | 0.3
CN(C)c1ccc(S(=O)(=O)N2CCCCC2)cc1NC(=S)NC1CCCCC1 | -2.1 | -0.4 | 0.9
CC(C)(C)N=c1scc(-c2ccccc2)n1-c1ccccc1 | x | -2.9 | -13.9
O=C(NC1CCCc2c1cnn2-c1ccccc1F)c1ccc2[nH]ccc2c1 (stereo not drawn) | -7.0 | -1.4 | 2.2
COc1ccc(-c2cc(COC(=O)c3ccco3)no2)cc1OC | x | 7.9 | 3.2
COc1ccc(S(=O)(=O)NCCCN2CCOCC2)cc1N1CCN(S(=O)(=O)c2ccc(F)cc2F)CC1 | 0.2 | 5.4 | 5.9
Cc1cccc(COC(CN2CCN(C(=O)c3cccn3C)CC2)c2ccc(Cl)cc2)c1 (stereo not drawn) | -5.7 | 1.5 | 29.0

Molecules shown so far with a Cl atom (10):
SMILES | mcGAS lum | hcGAS lum | NPYLR7 ag
O=C(Nc1ncccc1O)C1CC1c1ccccc1Cl (stereo not drawn) | -3.9 | -8.6 | -1.2
CCOC(=O)C1CCN(C(=O)c2ccc(CSc3nc(Cl)cc(N4CCN(c5ccccc5F)CC4)n3)cc2)CC1 | -4.6 | -7.3 | x
Cn1cc(C(=O)c2cc(Cl)ccc2O)cc1-c1nnc2n1CCC2 | x | -11.7 | 8.7
CC1CCCC(NC(=O)c2ccc(-n3nc(-c4cccc(Cl)c4)cc3N)cc2)C1 (stereo not drawn) | -3.6 | -7.0 | -4.5
O=C(c1cc(-c2ccccc2F)nn1-c1ccc(Cl)cc1)N(CCc1ccccc1)Cc1ccccc1 | 0.9 | 13.4 | -0.8
Cn1c(=S)[nH]c2cc(C(=O)NCc3ccc(Cl)cc3)ccc2c1=O | -10.8 | -5.0 | -4.4
COc1cccc2sc(N(CCCn3ccnc3)C(=O)c3ccc(Cl)s3)nc12 | -11.0 | -6.4 | -11.4
O=C(c1c(C(F)(F)F)ccc(Cl)c1F)N1CCN(c2nccc(-c3ccc(Oc4ccccc4)cc3)n2)CC1 | -4.6 | -0.6 | 23.7
O=C(NCCn1ncccc1=O)c1ccc(Cl)cc1Cl | x | -3.7 | 1.0
Cc1cccc(COC(CN2CCN(C(=O)c3cccn3C)CC2)c2ccc(Cl)cc2)c1 (stereo not drawn) | -5.7 | 1.5 | 29.0
